High-throughput results as filed in PubChem BioAssay.
NR2E3 ag-1: NR2E3 (human) agonism | Q9Y5X4 | GST-NR2E3/biotin-RetCOR TR-FRET, 1536-well | inhibition of corepressor binding, % at 4.78 µM | hit rate 0.12% among 320,000 | AID 2300;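 active = percent inhibition above the cutoff of mean plus 3 SD of all tested compounds, set per screening campaign, cut at about 20% in these data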;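 note: 0% = DMSO wells and 100% = biotin wells as full block of FRET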
Target sequence (Q9Y5X4 whole entry, looked up): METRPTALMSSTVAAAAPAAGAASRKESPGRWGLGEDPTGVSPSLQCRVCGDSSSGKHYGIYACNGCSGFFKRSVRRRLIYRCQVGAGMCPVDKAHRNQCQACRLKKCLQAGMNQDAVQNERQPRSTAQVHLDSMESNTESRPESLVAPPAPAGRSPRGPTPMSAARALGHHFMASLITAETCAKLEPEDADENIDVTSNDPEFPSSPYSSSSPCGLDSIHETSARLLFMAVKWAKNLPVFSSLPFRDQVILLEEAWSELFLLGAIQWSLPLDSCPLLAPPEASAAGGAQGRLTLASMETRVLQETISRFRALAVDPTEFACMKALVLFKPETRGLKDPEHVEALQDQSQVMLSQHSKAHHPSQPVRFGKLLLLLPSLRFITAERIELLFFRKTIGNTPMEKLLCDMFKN
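Test system – NR2E3–RetCOR corepressor complex · Quantity – NR2E3 fusion 1.35 nM · Buffer or medium – Tris pH 7.5 · Incubation – Compound–protein incubation for 5 h at 4 °C · Technique – TR-FRET, Eu(K)-anti-GST donor, streptavidin-D2 acceptor, ex 340, em 617/671 nm · Evaluation – percent inhibition of 671/617 nm emission ratio versus biotin and DMSO controls · Plate – 1536-well format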
CF NFkB inh: inhibitors of cystic fibrosis induced NF-kB; KKLEB NF-kB-GFP reporter, PAF-induced, GFP fluorescence overnight; inhibition, % at 5 µM; hit rate 0.86% among 360,000; AID 588850;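 active = at least 50% inhibition at 5 µM, scaled per plate between neutral and stimulator controls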;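 note: PAF is a Pseudomonas aeruginosa culture filtrate used as stimulus; plate controls were PAF-stimulated DMSO wells for no effect and unstimulated DMSO wells for full effect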
CaV13 ICDI inh: Primary screen for inhibitors of IQ motif and Ca2+-dependent inactivation inhibitor domain binding in CACNA1D, Förster resonance energy transfer in living cells, … | inhibition, % at 12.3 µM | hit rate 0.098% among 340,000 | HEK cells, CFP/YFP FRET ICDI-IQ, plate reader, 10 min; percent FRET-ratio fall versus neutral wells | AID 743397;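 active = mean replicate inhibition of at least 30% and at least 1% of replicates passing that level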;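 note: 0% = median of the neutral control wells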
KKLEB tox: counter-screen for CF NF-kB inhibitors: cytotoxicity. KKLEB CF airway cells viability, ATPlite luminescence, overnight; stronger effect = lower value; cells stimulated with P. aeruginosa culture filtrate. activity change (cytotoxicity), % at 5 µM. hit rate 0.36% among 360,000;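 active = corrected activity change at or below -50% at 5 µM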
PDI turbidity: blocks human protein disulfide isomerase activity; PDI insulin aggregation turbidity, A650, 90 min; P07237; hit rate 0.052% among 350,000; inhibition, % at 10 µM;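 active = mean inhibition across replicates of 30% or more, whatever share of single replicates reach that level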;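 note: absorbance from insulin aggregation driven by PDI reduction with DTT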
Target sequence (P07237 whole entry, looked up): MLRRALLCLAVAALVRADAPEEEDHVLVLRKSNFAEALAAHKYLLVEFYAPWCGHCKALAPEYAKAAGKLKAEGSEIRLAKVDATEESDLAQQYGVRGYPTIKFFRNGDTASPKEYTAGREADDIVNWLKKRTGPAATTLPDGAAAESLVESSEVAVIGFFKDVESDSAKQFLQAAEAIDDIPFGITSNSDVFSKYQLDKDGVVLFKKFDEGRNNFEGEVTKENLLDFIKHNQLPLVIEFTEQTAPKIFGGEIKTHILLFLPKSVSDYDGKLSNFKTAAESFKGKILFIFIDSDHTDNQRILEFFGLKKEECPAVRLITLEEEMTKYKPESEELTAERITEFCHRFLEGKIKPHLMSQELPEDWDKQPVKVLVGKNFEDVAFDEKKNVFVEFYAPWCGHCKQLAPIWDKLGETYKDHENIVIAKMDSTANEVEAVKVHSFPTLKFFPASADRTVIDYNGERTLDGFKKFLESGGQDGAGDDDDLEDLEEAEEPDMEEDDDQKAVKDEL
Peg3 prom inh: Peg3 promoter activity inhibition; HeLa PEG-Prom luciferase reporter, luminescence, overnight; inhibition, % at 20 µM; AID 588405; hit rate 1.7% among 360,000;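 active = inhibition of at least 50% at 20 µM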
HIF-2a block: inhibitors of HIF-2a; inhibition, % at 18.8 µM; 786-0 RCC cells HIF-2a reporter, luciferase luminescence, overnight; hit rate 0.72% among 360,000;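 active = inhibition of the luminescence signal of 40% or more relative to plate controls, in a single-dose primary screen at 18.75 µM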
NR2E3 ag-2: human photoreceptor-specific nuclear receptor agonism. Q9Y5X4. CHO-S Gal4-NCOR/VP16-NR2E3 two-hybrid, luciferase. inhibition of corepressor binding, % at 3.98 µM. hit rate 0.35% among 360,000. AID 602229;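 active = inhibition above the mean of all tested compounds plus 3 SD, cut at about 70% in these data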;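 note: 0% = DMSO with NR2E3 transfected cells and 100% = cells lacking NR2E3 construct; higher means lower luciferase signal from less NR2E3 corepressor binding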
MITF TRPM1 inh: inhibitors of MITF-driven TRPM1 promoter in melanoma cells; SK-MEL-5 TRPM1 promoter luciferase, 24 h; inhibition, % at 12.5 µM; hit rate 0.83% among 330,000; AID 488899;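 active = mean inhibition across replicates of 60% or more, whatever share of single replicates reaches that level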; note: values of inactives mirror those of a sister screen read the other way
Vif imaging: HIV Vif inhibition; HEK293T cells, Vif self-association by quenched fluorescence, imaging, 24 h; inhibition, % at 7.49 µM; hit rate 0.35% among 340,000; AID 602346; in the data active = inhibition above about 50%, passing the limit was not always enough; note: some results filed as inactive read as strong as hits
Shn3 inh set2: Schnurri-3 reporter inhibition in Clone20 osteoblasts; Clone20 osteoblast Shn3 3'UTR firefly luciferase, 24 h; inhibition, % at 12.5 µM; hit rate 0.52% among 360,000;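 active = mean inhibition of at least 75% with every replicate also reaching 75%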;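 note: 0% = median of neutral control wells and 100% = pilot-screen positive control compound; some compounds past the cut are filed as inactive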
The depositor's hits bear a star; x = not tested or not shown.

SMILES	NR2E3 ag-1	CF NFkB inh	CaV13 ICDI inh	KKLEB tox	PDI turbidity	Peg3 prom inh	HIF-2a block	NR2E3 ag-2	MITF TRPM1 inh	Vif imaging	Shn3 inh set2
O=c1[nH]c2ccc(S(=O)(=O)Nc3ccc(Cl)cc3)cc2[nH]1	4	14	-2	-3	-5	9	26	-14	-3	34	12
Cc1ccsc1-c1nc(-c2ccccc2)c(-c2ccccc2)[nH]1	0	-6	-3	-7	-7	11	5	-20	-9	-8	0
CCN(CC)S(=O)(=O)c1ccc2c(c1)nc(CCC(=O)OCC(=O)N1CCc3ccccc31)n2C	-5	-2	x	0	5	-3	8	-12	-4	x	x
COc1cccc(/C=C/C(=O)OCC(=O)NCC2CCCO2)c1 (configuration not stated)	-1	7	-5	-12	0	-7	10	-18	4	7	-46
CCCCCn1c(CNC(=O)COC)nc2ccccc21	2	-20	-4	2	-13	17	7	-16	11	0	13
COc1ccc([C@H]2CC(=O)C=C(c3ccc(Cl)cc3C)C2)cc1	3	4	-6	-7	-3	23	0	-6	2	2	-4
CC1CC1C(=O)OCC(=O)NCc1ccccc1Cl (configuration not stated)	0	-25	-3	14	-8	-8	1	-17	-5	6	0
O=C(Cc1ccccc1)N/N=C/c1ccc2cccc(O)c2n1	1	-36	-4	-3	1	-69	10	7	-22	14	-13
O=C1c2ccccc2C(=O)N1CCC(c1ccc(F)cc1)c1ccco1 (configuration not stated)	-1	-9	-6	-3	-14	-19	-2	-25	0	0	6
CC1CCN(C(=O)C2CCN(c3ncnc4c3nc3n4CCCCC3)CC2)CC1	-4	3	-2	3	-25	22	11	25	5	-7	8
COCCCN(C(=O)Cc1ccc(Cl)c(Cl)c1)c1c(N)n(Cc2ccccc2)c(=O)[nH]c1=O	1	-12	-2	2	-5	4	6	4	0	-2	9
COc1ccccc1N(C)S(=O)(=O)c1ccc(C(=O)Nc2cccc(S(=O)(=O)N3CCOCC3)c2)cc1	x	3	-7	20	-11	50*	11	-2	-7	-42	57
CCOc1ccc(Oc2c(/C=N/NC(=O)COc3ccccc3OC)c(C)nn2-c2ccccc2)cc1	-5	17	-3	0	4	23	-9	-22	10	25	19
O=C(COc1ccc(Br)cc1CO)Nc1ccc(S(=O)(=O)N2CCCC2)cc1	x	-3	-2	11	-4	17	7	1	-10	-2	11
c1ccc(CC[C@@H]2CC[C@@H](CCc3ccccc3)N2)cc1	0	-18	-4	-6	1	-6	-8	-20	-16	1	6
COc1ccc(-c2nnc3ccc(SCc4ccccc4)nn23)cc1	3	-10	-7	-1	9	9	-2	7	4	27	18
N#Cc1ccc(OCC(=O)Nc2ccc(N3CCCC3)cc2)cc1	-1	-10	-3	5	1	-7	-15	-34	8	-4	5
O=C(CSc1nnc(COc2cccc3ccccc23)o1)N1CCN(C(=O)c2ccco2)CC1	3	-1	x	3	-6	23	0	25	13	x	7
CC#CCCc1nc2ccccc2c(=O)n1N	4	10	-2	1	8	-13	-7	-2	10	1	-11
CC(C)(C)S(=O)N1Cc2cc(C(=O)NCCCN3CCOCC3)nc(-c3cccc(-c4cc5ccccc5o4)c3)c2[C@@H]1CCO (some centres not stated)	x	4	-8	-31	x	47	10	-7	x	x	10
CCN(Cc1ccccc1)C(c1ccc(Cl)cc1)c1nnnn1C(C)(C)C (configuration not stated)	0	-6	x	-8	0	40	5	-1	6	-4	19
Cc1ccc(S(=O)(=O)Nc2cccc(-n3cnnn3)c2)cc1C(=O)O	3	-9	-15	10	-3	9	4	15	11	-2	-18
Cc1nc(-c2ccc(Cl)cc2)sc1C(=O)NNC(=O)C(C)C	-5	-5	-4	3	-5	6	0	-6	x	35	-2
CCCCn1c(N)c(N(CC(C)C)C(=O)c2ccc(Br)s2)c(=O)[nH]c1=O	0	12	x	-2	-2	14	10	-12	9	x	-15
COc1cc(CC(=O)OCC(=O)c2ccc(F)cc2)cc(OC)c1OC	x	25	-9	-4	9	-1	8	-13	2	-7	1
O=C1NC2(CCCCCC2)C(=O)N1Cc1cccc(Cl)c1	-2	-1	-21	3	-2	-9	-2	-31	2	-7	-3
CCOC(=O)CSC1=C(C#N)C(c2ccc(C)cc2)C2=C(CCCC2=O)N1 (configuration not stated)	2	13	x	-19	-6	23	31	-7	2	-16	20
COc1cccc(C(=O)NCC(=O)N/N=C/c2ccc(OC(=O)c3cccs3)c(OC)c2)c1	0	-13	-6	-5	-5	-22	-14	-28	19	4	-10
CCOc1ccccc1C(=O)NC(C)CCc1ccccc1 (configuration not stated)	-3	10	-2	-9	4	27	19	-4	x	1	8
N#C/C(=C\c1ccc[nH]1)Sc1nc2ccccc2s1	1	3	x	-14	-19	-17	-25	-8	13	5	-12

Ordered by the number under PDI turbidity (lowest first): 3 of the compounds above
SMILES | NR2E3 ag-1 | CF NFkB inh | CaV13 ICDI inh | PDI turbidity | Peg3 prom inh | HIF-2a block | NR2E3 ag-2 | MITF TRPM1 inh | Vif imaging | Shn3 inh set2
O=C1NC2(CCCCCC2)C(=O)N1Cc1cccc(Cl)c1 | -2 | -1 | -21 | -2 | -9 | -2 | -31 | 2 | -7 | -3
CC#CCCc1nc2ccccc2c(=O)n1N | 4 | 10 | -2 | 8 | -13 | -7 | -2 | 10 | 1 | -11
COc1ccc(-c2nnc3ccc(SCc4ccccc4)nn23)cc1 | 3 | -10 | -7 | 9 | 9 | -2 | 7 | 4 | 27 | 18

Other entries follow.
SMILES	NR2E3 ag-1	CF NFkB inh	CaV13 ICDI inh	KKLEB tox	PDI turbidity	Peg3 prom inh	HIF-2a block	NR2E3 ag-2	MITF TRPM1 inh	Vif imaging	Shn3 inh set2
COc1ccc(C2CC(c3ccccc3)=NN2c2ccc(N)cc2)cc1 (configuration not stated)	-1	-24	-16	9	3	-14	-49	-92	-1	-1	-3
COc1cc(C(=O)NC(=S)Nc2ccc3[nH]c(=O)[nH]c3c2)cc(OC)c1OC	0	-13	-5	3	8	-1	9	-2	7	0	-3
c1coc(-c2nn3c(-c4ccco4)nnc3s2)c1	-2	-13	-6	5	-13	-4	-23	3	-4	-3	-29
NC(=O)NC(=O)COC(=O)[C@H](Cc1ccccc1)NC(=O)c1cccs1	-4	10	2	-8	1	8	19	0	-4	5	-7
Cc1ccc(C)c(-c2nc3ccc(N)cc3[nH]2)c1	-1	-8	-5	-5	20	-51	-65	-29	5	1	-9
CC(/C=C(\NC(=O)c1ccccc1)C(=O)N=Nc1c(O)[nH]c2ccc(C)cc12)=C\c1ccccc1	3	53*	1	-14	-2	53*	11	11	11	1	19
O=C(NCCC(=O)N1CCN(c2ncccn2)CC1)c1ccccc1	0	11	-5	7	5	-12	-7	4	-1	-14	3
Cc1ccc(-c2n[nH]c3c2C(c2ccccc2)N(c2ccc(C(=O)O)cc2)C3=O)cc1 (configuration not stated)	6	2	-4	-3	-14	4	16	-5	9	-5	8
O=C(NCCc1nc(-c2ccc(F)cc2)no1)c1ccc(F)cc1	1	-13	-8	8	-5	11	6	-23	-3	-6	17
O=C(CNC(=O)c1ccc(Br)cc1)N/N=C/c1cccnc1	0	16	-2	2	-3	6	3	-5	10	0	-11
C=C1CCN([C@@H](Cc2ccccc2)C(=O)NC2CCN(Cc3ccccc3)CC2)S(=O)(=O)c2ccccc21	2	-15	-5	-1	5	6	-4	13	12	-7	17
Cc1cc(C(=O)COC(=O)Cn2c(C(F)(F)F)nc3ccccc32)c(C)n1Cc1ccco1	3	-2	-5	-4	-5	-13	14	2	-14	x	3
CN(Cc1ccccc1)C(=O)c1ccccc1-c1ccccc1	-2	1	3	-2	7	6	-4	4	9	-5	0
Cc1ccc(OCC(O)CNC2CCCC2)cc1C (configuration not stated)	-3	17	-2	-5	-5	11	10	-6	1	-2	11
COc1ccc(Nc2nc3[nH]c(=O)cc(O)c3s2)cc1	-2	8	-17	-20	0	5	-8	9	2	-5	-4
CCOC(=O)c1[nH]c2ccc(F)cc2c1NC(=O)c1cc(OC)c(OC)c(OC)c1	4	-12	-3	10	7	20	2	-15	-4	-3	-10
Cc1oc(/N=C/c2cccc3ccccc23)c(C#N)c1C	-6	12	-7	4	4	10	-2	-37	9	5	-31
O=C(NCc1ccc2c(c1)OCO2)C(=O)NCC1OCCCN1S(=O)(=O)c1ccc(F)cc1 (configuration not stated)	-1	-8	-3	12	-5	4	17	-15	3	-5	21
CNC(=O)OCN1C(=O)C2CC=CCC2C1=O (configuration not stated)	x	2	-10	-3	7	-7	4	-14	1	0	-7
CC(C)CN(CC(C)C)S(=O)(=O)N1CCC(C(=O)N2CCc3ccccc3C2)CC1	-1	12	-10	-4	3	8	5	-7	-6	9	21
Cc1cc2cc(CNC(=O)C(C)Oc3ccccc3)ccc2n1C (configuration not stated)	0	-4	-11	6	-4	14	23	2	5	-3	13
CCNC(=O)NC(=O)C(C)Sc1ncc(C(F)(F)F)cc1Cl (configuration not stated)	0	3	-10	2	-4	1	10	0	2	-1	8
Cc1ccc(C(=O)Cc2ccccc2)c(O)c1	x	-10	-5	7	1	-66	-83	-8	-40	18	-43
Cc1ccc(NC(=O)CCNS(=O)(=O)c2ccc3[nH]c(=O)oc3c2)cc1C	-3	4	-4	0	-6	-9	1	24	1	7	-26
O=C(NNC(=O)c1cc2ccccc2oc1=O)c1ccccc1[N+](=O)[O-]	0	-15	-6	10	-2	-28	4	-4	-4	-1	-25
Oc1ccc(C[C@@H]2CNCCN2CCc2cc(C(F)(F)F)cc(C(F)(F)F)c2)cc1	1	-1	-6	-8	-2	103*	2	15	1	x	-4
CCC(C)Oc1cccc(OCCCCN2C(=O)NC(C)(C)C2=O)c1 (configuration not stated)	1	-7	-5	-1	-7	15	-2	6	-1	2	5
CC(=O)Nc1ccc(S(=O)(=O)NC(C)C(=O)OCCOc2ccc(F)cc2)cc1 (configuration not stated)	-2	-26	-5	-15	5	-3	-1	-22	-3	-2	-4
O=C(COc1coc(CN2CCN(c3ccccc3)CC2)cc1=O)Nc1ccccc1F	-3	-9	-7	-2	-5	4	-12	-17	4	-5	-9
Nc1ccc(C(=O)Nc2nccs2)cc1	3	-7	-1	2	-9	-181	-189	-56	-59	-2	-58
CN1C(=O)/C(=C\C(=O)c2cccs2)c2ccccc21	x	10	-5	-15	-2	26	33	11	51	4	31
Cc1ccc(C)c(N2CCN(C(=O)CCC(=O)N3CCOc4ccc(Cl)cc43)CC2)c1	0	-12	-5	9	x	25	2	-20	x	-4	64
O=C(c1ccc([N+](=O)[O-])o1)N1CCCCCC1	x	4	-6	1	0	-9	-6	6	25	17	-16

Only Peg3 prom inh and NR2E3 ag-2, for some of the entries so far:
Molecule	Peg3 prom inh	NR2E3 ag-2
Cc1ccc(NC(=O)CCNS(=O)(=O)c2ccc3[nH]c(=O)oc3c2)cc1C	-9	24
CCC(C)Oc1cccc(OCCCCN2C(=O)NC(C)(C)C2=O)c1 (configuration not stated)	15	6
